Screening results deposited in PubChem BioAssay by The Scripps Research Institute Molecular Screening Center.
CHRM1 PAM: human CHRM1 positive allosteric modulation. P11229. CHO-K1 hM1, Fluo-8 calcium fluorescence, ACh EC20; 0% = ACh EC20, 100% = maximal ACh. activation, % at 3 µM. 0.088% of 360,000 active. AID 588819; in the data active = activation above about 19%, passing the limit was not always enough
M1 ag: activates human CHRM1 receptor. P11229. CHO-K1 hM1, Fluo-8 calcium fluorescence, agonist mode; 0% DMSO, 100% acetylcholine EC100. activation, % at 3 µM. 0.33% of 360,000 active;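 active = activation above the run's mean compound activation plus 3 SD, cut at about 16% in these data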;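 also: peak over basal fluorescence ratio within a 140 s kinetic read after compound addition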
V1aR counter: V1a receptor agonism, counter-screen for OXTR agonists; P37288; CHO-V1R cells, Fluo-8 calcium fluorescence, agonist mode; 0% DMSO, 100% 3 nM vasopressin; activation, % at 3 µM; 0.25% of 320,000 active; AID 2797;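 active = activation above the mean activation of all tested compounds plus 3 SD, per screening run, cut at about 20% in these data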;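 also: signal is peak over basal fluorescence ratio across a 100 second FLIPR read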
Target sequence (P37288 whole entry, looked up): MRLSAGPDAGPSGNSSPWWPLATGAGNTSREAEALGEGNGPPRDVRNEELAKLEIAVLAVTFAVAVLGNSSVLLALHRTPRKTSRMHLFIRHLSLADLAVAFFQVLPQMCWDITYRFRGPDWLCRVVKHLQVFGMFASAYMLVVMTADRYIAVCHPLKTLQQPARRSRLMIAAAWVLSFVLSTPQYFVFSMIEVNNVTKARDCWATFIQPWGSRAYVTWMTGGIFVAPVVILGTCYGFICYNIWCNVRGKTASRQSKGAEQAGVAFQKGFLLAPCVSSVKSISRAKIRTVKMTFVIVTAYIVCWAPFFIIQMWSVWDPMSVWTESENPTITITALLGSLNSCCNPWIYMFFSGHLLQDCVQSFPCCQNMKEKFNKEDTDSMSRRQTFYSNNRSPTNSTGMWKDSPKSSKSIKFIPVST
TAAR1 antagonist: human TAAR1 antagonism; inhibition, % at 3 µM; CHO RD-HGA16 TAAR1, Fluo-8 calcium fluorescence, antagonist; AID 624466; Q96RJ0; 1.5% of 360,000 active;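 active = inhibition above a per-plate cutoff, the mean inhibition of test compounds on that plate plus 3 SD, cut at about 49% in these data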;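 also: 0% = DMSO plus EC80 beta-PEA response and 100% = DMSO alone without agonist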
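Test system: CHO RD-HGA16 cells bearing hTAAR1 | Reagent: β-PEA, EC80 | Compound dosing: 3 µM, single point | Schedule: Dye loading 75 min at 37 °C, then 30 min room temperature | Signal: Calcium fluorescence with Fluo-8 | Evaluation: Percent inhibition of PEA-evoked calcium signal, max/basal emission ratio | Control set: DMSO-only wells and EC80 β-PEA-stimulated wells | Repeats: Singlicate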
CHO parental Ca: counter-screen for OX1R antagonists: effect in parental CHO cells | AID 463079 | 0.63% of 330,000 active | inhibition, % at 5.6 µM | parental CHO-K1, ATP-induced calcium, Fluo-8 fluorescence;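 active = inhibition above that plate's mean sample inhibition plus 3 SD, cut at about 26% in these data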;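 also: 0% = ATP-challenged DMSO wells and 100% = DMSO wells without ATP; some compounds past the cut are filed as inactive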
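Assay system – parental CHO cells · Reagent – ATP stimulus · Detection – intracellular calcium via Fluo-8 no-wash fluorescent dye · Evaluation – percent inhibition of ATP-evoked calcium rise, normalized to controls · Controls – ATP wells versus no-ATP DMSO wells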
TAAR1 ag: agonists of human TAAR1 | CHO RD-HGA16 TAAR1, Fluo-8 calcium fluorescence; vehicle wells 0%, saturating PEA agonist 100% | 0.99% of 360,000 active | activation, % at 3 µM | Q96RJ0;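 active = activation above the mean activation of all test compounds in the run plus 3 SD, cut at about 38% in these data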
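Test system: RD-HGA16 (CHO) cells co-expressing Gα16 and hTAAR1; dosing: one-point dosing at 3 µM (nominal); timing: 17-24 h seeding, 75 min 37 °C dye, 30 min RT; signal: kinetic Fluo-8 calcium fluorescence; read-out basis: % activation relative to PEA EC100 response; controls: DMSO and PEA EC100; replicates: n 1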
OXTR ag: activates the human oxytocin receptor | AID 2435 | P30559 | activation, % at 3 µM | 0.32% of 320,000 active | CHO-OTR cells, Fluo-8 calcium fluorescence; normalized: DMSO 0%, oxytocin 100%;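 active = activation above the mean of all tested compounds plus 3 SD, cutoff set per screening run, cut at about 20% in these data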;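 also: peak over basal fluorescence ratio from a 100 s FLIPR kinetic read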
Target sequence (P30559 whole entry, looked up): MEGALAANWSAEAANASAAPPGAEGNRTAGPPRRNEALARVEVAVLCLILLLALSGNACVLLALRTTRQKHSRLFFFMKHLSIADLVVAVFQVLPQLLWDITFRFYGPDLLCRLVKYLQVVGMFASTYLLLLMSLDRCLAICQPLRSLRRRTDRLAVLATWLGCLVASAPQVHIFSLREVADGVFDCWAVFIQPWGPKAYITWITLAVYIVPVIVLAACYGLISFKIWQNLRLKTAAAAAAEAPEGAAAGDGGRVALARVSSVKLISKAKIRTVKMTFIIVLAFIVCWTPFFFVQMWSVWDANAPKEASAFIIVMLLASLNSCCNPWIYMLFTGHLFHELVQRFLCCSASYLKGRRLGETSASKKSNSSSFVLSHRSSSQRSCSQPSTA
CHRM1 antagonist: antagonists of human M1 muscarinic receptor | 1.3% of 360,000 active | CHO-K1 hM1, Fluo-8 calcium fluorescence, ACh EC80 antagonist | inhibition, % at 3 µM;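 active = percent inhibition above its own plate's cutoff, namely the mean of that plate's compound wells plus 3 SD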;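 also: peak over basal fluorescence ratio during 140 s after agonist addition; 0% = ACh EC80 plus DMSO and 100% = DMSO alone without agonist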
OXTR potentiator: potentiators of human oxytocin receptor | P30559 | CHO-OTR cells, Fluo-8 calcium fluorescence, potentiator mode; 0% = oxytocin EC15, 100% = EC100 | activation, % at 3 µM | 0.061% of 320,000 active | AID 2445;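 active = activation above that plate's cutoff, the mean activation of tested compounds plus 3 SD, cut at about 6.6% in these data, passing the limit was not always enough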;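 also: 100% uses oxytocin at 75 nM as the full agonist control; some results filed as inactive read as strong as hits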
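Replication – single well per compound, singlicate · Assay system – CHO cell line stably expressing human OTR · Timing – 6 min pre-incubation, 100 s read · Measure – normalized max/min fluorescence ratio, % activation · Doses – 3.0 µM, one dose · Detection – Fluo-8 calcium dye fluorescence · Probe or stimulus – oxytocin near EC15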
* marks the source's active call; other numbers are inactive results; / = no result given. Outcome played no part in choosing rows (roughly 3.7% active in at least one column).

SMILES	CHRM1 PAM	M1 ag	V1aR counter	TAAR1 antagonist	CHO parental Ca	TAAR1 ag	OXTR ag	CHRM1 antagonist	OXTR potentiator
CC(Sc1nc2nn(-c3ccccc3)c(=O)c-2c2n1CCCCC2)C(N)=O (stereo not drawn)	0	-7	0.1	5	-27	4	0.8	-29	-10
N#Cc1ccc(Cl)cc1NC(=O)COC(=O)c1ccc2c(c1)OCCO2	3	-2	2.0	18	-2	9	1.2	-21	-5
O=C(NCCC1=CCCCC1)C1CCN(S(=O)(=O)c2cnc[nH]2)CC1	9	-4	0.2	1	-8	6	-0.1	-13	-1
COc1ccc(C(=O)NNC(=S)Nc2ccccc2)cc1	12	-3	0.3	-26	9	0	-1.2	-11	-7
COc1cc(C(=O)NNC(=S)NC(=O)/C=C/c2ccccc2)cc(OC)c1OC	4	23*	4.0	23	-17	39*	1.1	-2	-11
CC1CC(C)(C)NC(=S)N1CC(=O)N1CCN(Cc2ccccc2)CC1 (stereo not drawn)	16	-2	0.2	-13	1	1	0.5	-22	3
CCc1ccc(NC(=O)NCCN2CCCCC2)cc1	14	-5	2.5	3	-4	3	-0.3	-15	-15
CCNS(=O)(=O)c1ccc(CCC(=O)N2CCN(c3cccc(Cl)c3)CC2)cc1	-16	-8	4.3	0	-18	5	1.0	10	-8
COc1cccc(C(=O)CN(C(=O)c2ccc(Cl)c(Cl)c2)N2C(=O)c3ccccc3C2=O)c1	5	-1	0.2	10	-32	7	0.9	1	-10
COc1ccc(C(C)(C)C)cc1NC(=O)C1C2C=CC(C2)C1C(=O)O (stereo not drawn)	4	-1	0.0	-19	-8	1	-0.7	0	-2
COc1ccc2c(c1)NC(c1cc(Cl)cc(Cl)c1O)c1cccn1-2 (stereo not drawn)	12	-7	/	6	/	2	/	-8	/
CC1NC(=O)c2cccnc2-n2c1nc1cc(F)c(F)cc1c2=O (stereo not drawn)	10	-3	/	-6	/	0	/	-23	/
O=S(=O)(NC(=NCCc1ccc(Cl)cc1)c1ccccc1Cl)c1cccs1	11	-5	1.3	20	-24	9	-2.0	-9	-18
Cc1ccc(NC(=O)C2Oc3ccccc3OC2C)cc1 (stereo not drawn)	4	-6	-1.6	1	-21	5	-2.1	-14	-11
O=C(COc1ccccc1F)Nc1nnc(-c2ccncc2)s1	13	-2	0.3	13	-7	9	-0.1	-14	-6
O=C(Oc1ccnc2cc(Cl)ccc12)N1CCOCC1	9	9	0.2	-22	-15	5	1.3	22	-2
O=C(O)c1ccccc1-c1nnc2c(Cl)cc(C(F)(F)F)cn12	5	0	-0.3	-5	-1	3	2.2	95*	-11
CC(C)Cn1c(-c2ccco2)csc1=Nc1cccnc1	5	-5	0.1	5	-3	4	-0.5	-8	5
CN(Cc1ccco1)C(=O)c1cc2c(s1)-c1ccc(Cl)cc1S(=O)(=O)C2	9	-3	2.2	13	-5	2	4.5	-16	-19
CC(C)=CCc1cc(-c2oc3cc(O)cc(O)c3c(=O)c2O)ccc1O	2	-13	1.2	6	17	0	0.6	5	-5
O=C(CSc1nnc(COc2ccccc2)o1)N1CCN(c2ccccc2)CC1	0	-7	3.3	14	-16	8	1.1	-5	-1
Cc1csc(NC(=O)Cc2ccc(F)cc2)n1	8	-5	0.7	-7	0	2	-1.0	-14	-12
N=c1c(S(=O)(=O)c2ccc(Br)cc2)cc2c(=O)n3ccccc3nc2n1C1CCCCC1	4	-2	0.0	-1	-1	1	-0.5	-5	-7
Cc1[nH]nc2oc(=O)c(CCO)c(C)c12	2	1	0.2	-23	-3	10	1.1	5	1
CCC(C)NS(=O)(=O)c1ccc(OCC(=O)Nc2ccc3c(c2)OCCO3)cc1 (stereo not drawn)	1	-3	0.4	11	-7	4	0.4	3	8
CCOC(CNC(=O)C(=O)Nc1cc2c3c(c1)CCN3C(=O)CC2)OCC	5	-1	0.8	-17	-10	3	0.8	-6	-4
Cc1onc(-c2ccccc2)c1C(=O)NNC(=O)c1ccccc1O	4	-3	-0.3	-6	-15	2	-0.5	-6	-4
CCN(CC)CCN1C(=O)C2C(C(=O)Nc3cc(C)cc(C)c3)C3C=CC2(O3)C1C(=O)NC1CCCCC1 (stereo not drawn)	14	-6	-0.5	-14	-14	-1	-1.2	-13	-2
Cc1cc(C)cc(OCC(=O)OCC(=O)N2CCc3ccccc32)c1	4	-3	0.4	-12	-8	0	-2.4	-13	-1
Cc1c(Br)c([N+](=O)[O-])nn1CC(=O)N1CCN(Cc2ccccc2)CC1	16	-2	0.1	-14	-5	4	-0.6	-11	-10
CC1(Cc2ccc(C(F)(F)F)nc2)C(=O)Nc2cc(-c3ccccc3Cl)ccc21 (stereo not drawn)	-8	-7	/	16	/	17	/	-1	/
C/C(CC(=O)Nc1ccccc1-c1ccccc1)=N\NC(=O)COc1ccc(C)cc1Br	8	-2	0.9	-3	-18	12	-1.3	-10	-6
Cn1c(CNC(=O)CNS(=O)(=O)c2ccc(Br)cc2)cc(=O)n(C)c1=O	7	-3	2.2	-3	-9	0	-0.5	-6	-13
O=C(OCC(=O)N1CCCc2ccccc21)c1cccc(C(F)(F)F)c1	9	-5	-0.9	-3	-29	1	-1.4	-21	5
CCOC(=O)CCCCCC(=O)Nc1ccc2c(c1)C(=O)N([C@H](C)CO)C[C@@H](C)[C@@H](CN(C)C(=O)CCC(F)(F)F)OCCCC[C@H](C)O2	14	-3	/	-23	/	0	/	-25	/
CCN(CCCNC(=O)COc1cc(=O)n(CC)c2ccccc12)c1ccccc1	-4	-6	0.2	8	-32	23	-1.8	0	-5
Cc1ccc(S(=O)(=O)CCC(=O)OCc2cc(C)ccc2C)cc1	2	-2	-1.6	0	0	2	-2.3	-15	-1
COc1ccc(N2CCN(C(c3cccs3)C(C)NC(=O)C(=O)N3CCCC3)CC2)cc1 (stereo not drawn)	-4	-2	0.3	-13	-22	0	-1.1	7	-8
N=c1sccn1CC(=O)Nc1ccccc1Sc1ccccc1	-18	-12	0.1	-4	-17	2	2.5	3	-4
Cc1cc(=O)oc2cc(OCC(=O)N3CCCC(C)C3)ccc12 (stereo not drawn)	-5	-2	-0.4	-14	-2	9	-0.5	16	-19

Results in V1aR counter, CHRM1 PAM and OXTR potentiator, for 2 of the compounds above:
Compound | V1aR counter | CHRM1 PAM | OXTR potentiator
CCOC(=O)CCCCCC(=O)Nc1ccc2c(c1)C(=O)N([C@H](C)CO)C[C@@H](C)[C@@H](CN(C)C(=O)CCC(F)(F)F)OCCCC[C@H](C)O2 | / | 14 | /
CCN(CCCNC(=O)COc1cc(=O)n(CC)c2ccccc12)c1ccccc1 | 0.2 | -4 | -5

Two of the compounds above, as comma-separated lines:
SMILES,CHRM1 PAM,M1 ag,V1aR counter,TAAR1 antagonist,CHO parental Ca,TAAR1 ag,OXTR ag,CHRM1 antagonist,OXTR potentiator
O=C(O)c1ccccc1-c1nnc2c(Cl)cc(C(F)(F)F)cn12,5,0,-0.3,-5,-1,3,2.2,95*,-11
COc1ccc2c(c1)NC(c1cc(Cl)cc(Cl)c1O)c1cccn1-2 (stereo not drawn),12,-7,/,6,/,2,/,-8,/

Carrying on:
SMILES	CHRM1 PAM	M1 ag	V1aR counter	TAAR1 antagonist	CHO parental Ca	TAAR1 ag	OXTR ag	CHRM1 antagonist	OXTR potentiator
CCc1nnc(NS(=O)(=O)c2ccc(NC(=O)COc3ccc(Cl)c(C)c3)cc2)s1	13	-12	0.6	9	-1	2	-0.1	-4	-10
CCCCOc1ccc(C(=O)Nc2ccc(CN3CCOCC3)cc2)cc1	-27	-3	/	12	/	10	/	30	/
Cc1cc(C)c2c(n1)SCC(=O)N2CC(=O)Nc1ccc(F)cc1	4	1	-0.6	-13	-10	2	-0.3	-10	-7
COc1cc(-c2csc(N3CCOCC3)n2)cc(OC)c1OC	4	-3	-0.1	9	-10	6	-1.3	-6	-7
Cc1[nH]c(=O)[nH]c(=O)c1S(=O)(=O)N1CCCC(C(=O)N2CCN(c3ccccc3Cl)CC2)C1 (stereo not drawn)	5	-4	0.2	/	-2	/	0.2	-8	-16
C=CCOc1ccc(C2NC(=S)NC(c3ccccc3)=C2C(C)=O)cc1OC (stereo not drawn)	6	-1	0.4	-9	-32	7	1.7	-6	-14
COCCNC(=O)c1ccc2c(c1)S(=O)(=O)c1cc(Cl)ccc1C2=O	4	-1	0.0	13	-21	8	0.3	-5	-6
CCc1noc(C)c1C(=O)N1CCN(S(=O)(=O)c2c(C)cc(C)cc2C)CC1	4	-5	0.9	-18	13	23	1.0	-5	2
Cc1nc2c(ccc3c2ccc2nc(C)sc23)s1	/	/	-0.3	15	-14	3	0.0	/	-9
Cc1onc(-c2ccccc2)c1C(=O)N1CCN(C/C=C/c2ccccc2)CC1	-4	-8	3.1	7	-15	1	1.7	0	-7
O=C(CCCNS(=O)(=O)c1ccc(Br)cc1)N1CC[C@@]2(O)CCCC[C@H]2C1	15	2	0.6	-14	2	8	1.2	-28	-8
CC(C)C[C@H](N)c1cn([C@@H](Cc2ccc(O)cc2)C(=O)N2CCNCC2)nn1	1	-3	-0.3	6	4	7	0.8	-7	-9
CSCC[C@H](NC(=O)OC(C)(C)C)c1nnc(SCC(=O)N(C)C)o1	1	-2	0.7	13	-13	3	0.3	-25	-4
Cc1ccc(NC(=O)CC2Oc3ccc(C)cc3NC2=O)cc1 (stereo not drawn)	10	-2	/	-5	/	-2	/	-13	/
COc1ccc(Oc2c(C=O)c3ccccc3n2C)cc1	2	-6	-1.7	-4	-17	-1	-2.6	-5	-2
Cc1cc(C)c(N2CCN(S(=O)(=O)N3CCCCCC3)CC2)c(C)c1	0	-2	0.8	44	5	9	0.6	1	-19
CCOc1ccc(C(=O)CCCC(=O)c2ccc(OCC)cc2)cc1	15	-1	0.2	-41	2	0	-0.2	-23	-5
C/C(=N\n1c(C)nc2ccccc2c1=O)c1ccc(C)o1	28*	-1	-0.3	-26	-4	0	-1.8	-10	0
O=C(OCCOc1ccc(Br)cc1)c1cnccn1	2	-2	-0.2	-3	-6	5	0.1	-30	-22
CCc1cccc(Nc2cc(C)nc3ncnn23)c1	15	-1	0.1	0	-1	-2	-1.8	-12	-3
COc1ccccc1NC(=O)CC1COc2ccccc2O1 (stereo not drawn)	14	-1	0.2	9	-13	10	-1.0	-12	-3
Cc1ccccc1Oc1ncnc2sccc12	2	-5	-1.1	-7	-9	1	-1.7	-1	-3
